Source: PubChem (several laboratories)
OX1R FRET antag: OX1R (human) antagonism; O43613; 330,000 compounds, 1.8% hits; inhibition, % at 6.6 µM; OX1R-expressing cells, FRET antagonist read-out; in the data active = inhibition mostly above about 38%, no sharp cut-off; inactive = mostly below about 40%;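 also: 0% = agonist challenge alone and 100% = reference antagonist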
Target sequence (O43613 whole entry, looked up): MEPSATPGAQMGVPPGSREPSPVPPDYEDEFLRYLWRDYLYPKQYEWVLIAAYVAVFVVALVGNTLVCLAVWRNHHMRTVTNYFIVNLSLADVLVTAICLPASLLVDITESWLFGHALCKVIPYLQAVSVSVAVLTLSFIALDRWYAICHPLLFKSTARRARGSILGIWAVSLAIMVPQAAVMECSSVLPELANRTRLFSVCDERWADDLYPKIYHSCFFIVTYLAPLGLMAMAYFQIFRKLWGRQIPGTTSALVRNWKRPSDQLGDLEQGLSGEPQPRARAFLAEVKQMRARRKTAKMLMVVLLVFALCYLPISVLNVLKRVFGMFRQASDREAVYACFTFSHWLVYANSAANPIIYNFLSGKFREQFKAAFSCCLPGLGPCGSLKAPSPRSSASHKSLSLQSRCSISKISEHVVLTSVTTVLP
STK33 inh: blocks human STK33 kinase activity; Q9BYT3; purified STK33, MBP phosphorylation, ADP-Glo luminescence; inhibition, % at 10 µM; 320,000 compounds, 0.073% hits;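 active = inhibition at or above 25%, using the most active replicate where run in duplicate; inactive = inhibition below 25%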
Target sequence (Q9BYT3 whole entry, looked up): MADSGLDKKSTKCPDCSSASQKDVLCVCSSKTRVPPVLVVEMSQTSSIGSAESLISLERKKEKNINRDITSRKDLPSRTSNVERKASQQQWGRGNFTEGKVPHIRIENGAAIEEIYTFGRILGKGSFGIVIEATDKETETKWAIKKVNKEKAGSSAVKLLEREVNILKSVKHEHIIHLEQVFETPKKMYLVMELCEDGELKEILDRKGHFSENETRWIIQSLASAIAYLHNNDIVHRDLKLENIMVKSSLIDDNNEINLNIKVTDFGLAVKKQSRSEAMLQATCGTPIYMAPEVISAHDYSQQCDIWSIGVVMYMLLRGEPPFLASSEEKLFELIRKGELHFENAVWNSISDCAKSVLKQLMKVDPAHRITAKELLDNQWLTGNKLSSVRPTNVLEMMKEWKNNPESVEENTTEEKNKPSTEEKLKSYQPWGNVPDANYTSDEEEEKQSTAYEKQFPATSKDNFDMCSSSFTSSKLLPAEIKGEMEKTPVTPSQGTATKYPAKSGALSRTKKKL
Numbers without * were called inactive; nt = not tested or not shown; & = joins results of further samples; ! = a repeat was not active. Rows were taken by chance. Share with any hit: about 1.8%.

Structure | OX1R FRET antag | STK33 inh
Cc1cccc(C)c1NC(=O)COC(=O)CSc1nnc(N)s1 | 14 | -0.9
O=C(NN1CCOCC1)NC12CC3CC(CC(C3)C1)C2 | 8 | -0.8
COc1ccc(N2CCN(C(CNC(=O)C(=O)NCCCn3ccnc3)c3cccnc3)CC2)cc1 (stereo not drawn) | 5 | -1.6
COc1ccc(OC)c(NC(=O)C2CCCN2C(=O)NC2CCCCC2)c1 (stereo not drawn) | 38 | -0.5
C/C(=N\NC(=O)CN(c1ccc(Oc2ccccc2)cc1)S(C)(=O)=O)C(C)(C)C | 14 | 0.1
COc1cc(OC)cc(-c2nc(=S)n3ccsc3n2)c1 | 11 | 0.4
CC(=O)NC1C(OC(=O)/C=C/c2ccccc2)OC(COC(C)=O)C(OC(C)=O)C1OC(C)=O (stereo not drawn) | 17 | -0.9
COc1ccc(-c2csc(C)n2)cc1Br | 26 | nt
O=C(NC1CCCC1)c1cccnc1N1CCCCCC1 | 7 | 0.0
CSc1ccccc1NC(=O)CCc1ccccc1 | 11 | nt
CN(CC(=O)NC1CC(C)(C)NC(C)(C)C1)S(=O)(=O)c1ccc(Br)cc1 | 6 | -1.5
NS(=O)(=O)c1ccc(CCNC(=O)c2cnc(Cl)c(Cl)c2)cc1 | 11 | -2.0
CCOc1ccc(S(=O)(=O)N2CCN(C(=O)c3cc([N+](=O)[O-])ccc3N3CCOCC3)CC2)cc1 | 2 | -1.2
Cc1ccc(-c2csc(N3CCC[C@@H]3C(=O)NCCn3c(-c4ccncc4)nc4ccccc43)n2)cc1 | 33 | 0.1
COc1ccc(OC)c(CN2CCN(C(=O)[C@@H](NC(=O)c3cccc(C)c3)C(C)C)CC2)c1 | 11 | -0.5
Cc1ccccc1CSc1nnc(C)c(=O)[nH]1 | 17 | -1.3
CSc1nsc(SCC(=O)N2CCN(c3ccccc3)CC2)n1 | 24 | 0.4
Cc1ccc(NC(=O)Cc2nnc(SCC(=O)c3ccc(Br)cc3)n2C)cc1 | 8 | 0.1
O/N=C(\c1ccccc1)c1nccc2ccccc12 | 8 | 0.1
CC1(C)CC(=O)C=C(NCCCN2CCCC2=O)C1 | 16 | -0.9
CC(=O)C1=C(C)NC(=O)NC1c1ccc(Cl)cc1 (stereo not drawn) | 9 | 1.2
O=c1oc2ccccc2c(O)c1CN1CCCCC1 | 68* | -0.6
COc1cc(/C=C(\C#N)C(=O)Nc2ccc3c(c2)OCCO3)ccc1O | 7 | 4.7
Cc1cc(C(=O)N2CCN(c3cc(Cl)ccc3C)CC2)on1 | 11 | -2.6
CC1(C)C(=O)N(c2ccccc2)C1c1ccccc1O (stereo not drawn) | 13 | -0.2

Three of the compounds above, with two lines to a compound:
Every second line gives: OX1R FRET antag, STK33 inh
COc1ccc(-c2csc(C)n2)cc1Br
→ 26, nt
O=C(NC1CCCC1)c1cccnc1N1CCCCCC1
→ 7, 0.0
CSc1ccccc1NC(=O)CCc1ccccc1
→ 11, nt

Other records
Structure | OX1R FRET antag | STK33 inh
Cc1ccc(C(=O)Nc2nc3ccccc3n2CCN2CCCC2)cc1 | 16 | -1.0
Cn1cccc1CC(=O)NNC(=O)Nc1ccccc1F | 1 | -6.7
COc1c2c(nc3ccccc13)OC(C(C)(O)COC(C)=O)C2 (stereo not drawn) | 3 | -1.1
CN(CC(=O)Nc1cccc(F)c1)C(=O)c1cc(S(=O)(=O)N(C)C)ccc1N1CCCC1 | 1 | -1.6
c1ccc2c(N3CCCCC3)nc(N3CCCC3)nc2c1 | 6 | -1.4
CCOc1ccc(S(=O)(=O)N2CCC(C(=O)NCc3cccnc3)CC2)cc1C | 17 | -1.2
Cc1cc(C(=O)N2CCC(C(F)(F)F)n3nccc32)on1 (stereo not drawn) | 13 | -1.4
COc1ccc(CC(=O)NNC(=O)CN(C)S(=O)(=O)c2ccc(Cl)cc2)cc1OC | 3 | -0.2
O=C(Cn1ncc2c([nH]c3ccccc32)c1=O)N1CCCCC1 | -4 | -0.2
CCCCCCCCCCCCCCCCn1cc[n+](C)c1 | 24&43 | 27*!
COc1cnc(-c2ccccc2)nc1Sc1ccccc1 | 16 | 1.1
CCc1cc2c(=O)n(N)c(CCC(=O)O)nc2s1 | 11 | -0.4
O=Cc1c(Cl)nc2ccccn2c1=O | 19 | -0.1
O=C(C[n+]1ccn(-c2ccccc2)c1)c1ccc([N+](=O)[O-])cc1 | -6 | 0.1
COc1ccc(C(=O)NCC(c2cccs2)N2CCc3ccccc32)c(OC)c1 (stereo not drawn) | 19 | 0.0
OCCSc1nc(N2CCOCC2)nc(N2CCOCC2)n1 | 3 | -0.1
Cc1ccc(NC(=O)CN2C(=O)N/C(=C/c3ccco3)C2=O)cc1 | 11 | -0.1
O=C(CC12CC3CC(CC(Br)(C3)C1)C2)OCCN1CCCCC1 | 9 | -0.2
COc1cc2c(cc1OC)CN(C(=O)CN1CCN(S(=O)(=O)c3ccccc3)CC1)CC2 | 4 | 0.1
Cn1c2c(c(=O)n(C)c1=O)NC1(N2)C(=O)Nc2ccccc21 (stereo not drawn) | 7 | 0.1
Cc1ccc(C)c(N2CCN(C(=O)C3CCCN(S(=O)(=O)c4c(C)noc4C)C3)CC2)c1 (stereo not drawn) | 14 | -0.7
CCCCCCSc1ccc([C@H]2N[C@@](Cc3ccccc3)(C(=O)OC)[C@H]3C(=O)N(C)C(=O)[C@@H]23)cc1OC | -5 | -0.9
Cc1c(N=C2Nc3cccc4cccc2c34)c(=O)n(-c2ccccc2)n1C | 17 | -1.5
CC(=O)NC12CC3CC(C1)CC(C(=O)Oc1ccc(N(C)S(=O)(=O)c4cc(C)ccc4C)cc1)(C3)C2 | 36 | -0.6
CC1CN(C(C)C(=O)NNC(=O)c2ccc(F)cc2)CC(C)O1 (stereo not drawn) | 3 | 0.3

Seven of the compounds above, with values under each structure:
Every second line gives: OX1R FRET antag	STK33 inh
COc1c2c(nc3ccccc13)OC(C(C)(O)COC(C)=O)C2 (stereo not drawn)
  3	-1.1
CN(CC(=O)Nc1cccc(F)c1)C(=O)c1cc(S(=O)(=O)N(C)C)ccc1N1CCCC1
  1	-1.6
c1ccc2c(N3CCCCC3)nc(N3CCCC3)nc2c1
  6	-1.4
CCOc1ccc(S(=O)(=O)N2CCC(C(=O)NCc3cccnc3)CC2)cc1C
  17	-1.2
Cc1cc(C(=O)N2CCC(C(F)(F)F)n3nccc32)on1 (stereo not drawn)
  13	-1.4
COc1ccc(CC(=O)NNC(=O)CN(C)S(=O)(=O)c2ccc(Cl)cc2)cc1OC
  3	-0.2
O=C(Cn1ncc2c([nH]c3ccccc32)c1=O)N1CCCCC1
  -4	-0.2

The list goes on:
Structure | OX1R FRET antag | STK33 inh
Cc1ccc(Cn2ncc3c(NCCN(C)C)ncnc32)cc1 | 2 | -1.0
O=C(CSc1ccc(-c2ccco2)nn1)NC1CCCCC1 | 24 | -1.4
CCOC(=O)c1cc(OC(=O)c2ccccc2)n(-c2ccccc2)n1 | 26 | -2.2
Cc1cccc(C)c1OCC(=O)N=Nc1c(O)[nH]c2ccc(Br)cc12 | -1 | 1.1
CCN(CC(=O)NC1CCS(=O)(=O)C1)C(=O)c1ccc(S(=O)(=O)N(CC)CC)cc1 (stereo not drawn) | -3 | 0.3
CC(C)=N/N=C1\NC(=O)C(C)S1 (stereo not drawn) | 7 | -2.2
O=C(OCC#CCSc1nnc(-c2cccc3ccccc23)o1)c1cnc[nH]1 | 28 | -0.4
COc1ccc(CN2CCNC(=O)C2CC(=O)NCc2ccc(C)s2)c(OC)c1 (stereo not drawn) | 11 | -0.3
CCN(CC)C(=S)SCc1csc(CC(=O)Nc2ccccc2C)n1 | 12 | -0.1
Cc1ccc(NC(=O)C(C)Sc2nc3nc(C)cc(C)n3n2)cc1 (stereo not drawn) | -2 | -0.3
Cn1nnnc1SCc1nc2ccccc2[nH]1 | 17 | -0.6
COc1cccc2c1OCC/C2=N\NC(=O)C(C)Oc1ccc([N+](=O)[O-])cc1 (stereo not drawn) | 25 | 0.4
CCCC(=O)Nc1ccccc1NC(=O)CCC | 13 | 0.1
COc1ccc(Cl)cc1N(CC(=O)Nc1ccccc1C(=O)N1CCOCC1)S(C)(=O)=O | 4 | -0.6
COc1ccc(-c2coc3cc(OC(=O)N4CCOCC4)ccc3c2=O)cc1 | 13 | 1.4
Cc1cc(O)ccc1Nc1nc(-c2cccs2)cs1 | 5 | -1.1
CCOc1ccc(/C=N/NC(=O)c2c(C)n(C)c3ccc(OC)cc23)cc1 | 15 | -1.9
O=C1COc2ccc(S(=O)(=O)Nc3ccc4c(c3)OCO4)cc2N1 | 12 | -1.6
COC(=O)c1cc(OC)c(OC)cc1NC(=O)c1ccc(C)o1 | 12 | -1.0
Cc1cccc(NC(=O)CCn2c(=O)oc3ccccc32)c1 | 2 | 1.0
O=C(c1csc2c1CCCC2)N1CCN(c2ncccn2)CC1 | 7 | -1.7
CCN1C(=O)/C(=C2/Sc3ccccc3N2CC)S/C1=N\c1ncn[nH]1 | 65 | 9.3
Cc1ccc(NC(=O)/C(=C/c2cccc(Br)c2)NC(=O)c2ccco2)cc1 | 21 | -1.8
COc1ccc(OCCSc2nc(N)cc(=O)[nH]2)cc1 | 11 | -2.8
Cc1ccc(Cl)cc1NC(=S)N(CCCN1CCOCC1)Cc1ccco1 | 8 | -1.0

(continued)
| structure | OX1R FRET antag | STK33 inh |
| --- | --- | --- |
| CCOC(=O)N1CCC(N(CCOC)C(=O)Nc2ccc(Cl)cc2)CC1 | 22 | 0.3 |
| CC1CCCCC12NC(=O)N(CC(=O)Nc1sc3c(c1C(N)=O)CCC3)C2=O (stereo not drawn) | 36 | -0.4 |
| CC(C)(OC(=O)c1cccs1)c1cc2ccccc2c(=O)o1 | 3 | -2.3 |
| COc1ccc(S(=O)(=O)N2CCC(C(=O)Nc3ccc(F)cc3)CC2)c2cccnc12 | 13 | -0.2 |
| CC(C(=O)NNS(=O)(=O)c1cccc(C(F)(F)F)c1)n1nnc(N2CCOCC2)n1 (stereo not drawn) | 12 | 11 |
| COc1ccc(/C=C(\NC(=O)c2ccc(OC)cc2)C(=O)NC(CCSC)C(=O)O)cc1 (stereo not drawn) | 18 | -1.2 |
| COc1cccc2cc(/C(C)=N/Nc3nc(-c4cc(C)ccc4C)cs3)c(=O)oc12 | 10 | -0.4 |
| O=C1c2cccc3cccc(c23)C(=O)N1c1ccc(O)cc1 | 14 | -0.7 |
| O=C(Cn1c(-c2ccco2)nc2ccccc21)N1CCCCC1 | 12 | -1.2 |
| O=C(N/N=C/c1ccccn1)c1[nH]c2ccc([N+](=O)[O-])cc2c1-c1ccccc1 | 38 | 0.2 |
| O=C(CNc1ccccc1)NNC1=NCCC1 | 6 | -1.7 |
| O=C(O)CSCC(=O)Nc1ccc(Cl)cc1C(F)(F)F | 14 | 0.9 |
| CCc1nnc(NC(=O)C(=O)NCCOC(=O)c2ccccc2)s1 | 35 | -0.7 |
| CC(C)[C@H](NC(=O)c1ccc(C(C)(C)C)cc1)C(=O)Nc1nnc(C2CC2)s1 | -12 | -0.9 |
| CCCCNC(=O)N(C)c1nncnc1C(=O)NC | 21 | -2.9 |
| CCN1C(=O)[C@H]2[C@H]3CN=C(SCC(=O)c4ccccc4)N3[C@@](CC)(C(=O)OC)[C@H]2C1=O | 5 | nt |
| Cc1cc(C)n2nc(SCC(=O)c3ccc[nH]3)nc2n1 | 41 | -0.2 |
| NC(=O)Nc1ccc(C(=O)OCC(=O)N(Cc2ccccc2)C2CCS(=O)(=O)C2)cc1 (stereo not drawn) | 9 | nt |
| O=S1(=O)CCOCCCN1Cc1ccccc1 | 13 | -1.4 |
| CCC(CC)NC(=O)c1cccc([N+](=O)[O-])c1C | 15 | -1.7 |
| Cc1cccc(NS(=O)(=O)c2nnc(NC(=O)C3CCCCC3)s2)c1 | 28 | 10 |
| CC(=O)c1c(C)nn(CCC(=O)O)c1C | 18 | -1.0 |
| O=C1/C(=C/c2cccs2)SC(=S)N1c1ccccc1 | 2 | 0.0 |
| C/C(CCc1oc2ccc(Cl)cc2c1-c1ccc(C)o1)=N\O | 1 | -0.4 |
| O=C(CN1C(=O)CSc2ccc(S(=O)(=O)N3CCOCC3)cc21)NCCCN1CCOCC1 | 18 | -1.1 |
| COc1ccc(CC(=O)N2CC(=O)N(CCc3ccccc3)C(=O)C2)cc1 | 14 | -2.3 |
| CCOc1ccc(NC(=O)CS(=O)(=O)c2cn(CC)c3ccccc23)cc1 | -1 | -1.0 |
| O=C(NCc1ccco1)C(=O)NCC1OCCCN1S(=O)(=O)c1ccccc1 (stereo not drawn) | 5 | 0.0 |
| CCOC(=O)C1=C(C)N(C[C@@H]2CC[C@@H](Cc3ccc4cc(OC)ccc4c3)O2)C(=O)NC1c1ccccc1 (stereo partly drawn) | 18 | nt |
| CC(C)NC(=O)Cn1nnc(-c2ccc(Cl)cc2)n1 | -8 | 0.1 |
| COc1ccc(NC(=O)C2=CC(c3ccc(OC)cc3)=NS(=O)(=O)N2C)cc1 | 10 | 1.1 |
| Cc1ccc2nc3c(nc2c1C)C(O)=C3O | 15 | -0.4 |
| Cc1cccc(NC(=O)c2cc(Cl)nc3ccccc23)n1 | 20 | 0.2 |
| O=C(c1cnc(N2CCN(c3ncccn3)CC2)c2ccccc12)N1CCN(c2ccccn2)CC1 | 9 | -0.4 |
| CCCCc1nc(SCC(=O)Nc2nnc(C(C)C)s2)n[nH]1 | 8 | 0.0 |
| CC(=O)c1c(C)[nH]c(C(=O)OCC(=O)N2CCN(S(=O)(=O)c3ccc(C)cc3)CC2)c1C | 1 | 0.7 |
| Fc1ccc(-c2noc(-c3ccc4c(c3)CCO4)n2)cc1 | 4 | -1.1 |
| CCCCNC(=S)N(CCCN(C)C)Cc1cc2cc3c(cc2[nH]c1=O)OCO3 | 17 | 0.4 |
| CCCCN(C(=O)c1ccc(NC2CC2)c([N+](=O)[O-])c1)c1c(N)n(CC(C)C)c(=O)[nH]c1=O | 6 | -0.4 |
